Bioassay records from PubChem BioAssay.
hIAP activ = human IAP activators, primary screen, biochemical, luminescence, uHTS. Intestinal-type alkaline phosphatase (Homo sapiens), P09923. purified human IAP, CDP-Star luminescence, 30 min; active compounds read high; 1 = vehicle-only enzyme, 0 = enzyme-free background. activation factor at 10 µM. 330,000 tested, 0.16% active. AID 2524, 2010;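 active = activation factor of the enzyme at least 2-fold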; also: the source names both 10 and 20 µM as test concentration; values of inactives mirror those of a sister screen read the other way
mIAP block = inhibitors of mouse IAP, primary screen, biochemical, luminescence, uHTS; purified mouse IAP, CDP-Star luminescence, 30 min; intestinal alkaline phosphatase [Mus musculus]; inhibition, % at 10 µM; 330,000 tested, 0.2% active;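 active = inhibition of at least 40% at 10 µM in the primary screen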;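 also: plate controls were DMSO with enzyme for no effect and no enzyme wells for full effect; values of inactives mirror those of a sister screen read the other way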
mIAP act = activators of mouse IAP, primary screen, biochemical, luminescence, uHTS; activation factor at 10 µM; 330,000 tested, 0.24% active; intestinal alkaline phosphatase [Mus musculus]; AID 2805, 2010; muIAP, CDP-Star luminescence, 30 min; active compounds read high; 1 = vehicle-only enzyme signal, 0 = enzyme-free wells;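 active = activation factor of at least 2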; also: the source names both 10 and 20 µM as test concentration; values of inactives mirror those of a sister screen read the other way
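System: Mouse IAP enzyme | Also added: CDP-Star substrate | Dosing: Compounds dispensed in DMSO | Schedule: 30 min enzyme-substrate-compound incubation at room temperature | Technique: Chemiluminescence readout | Control set: DMSO-only wells and no-enzyme negative control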
A3G deaminase = APOBEC3G DNA deaminase inhibitors, primary screen, biochemical, fluorescence, single-stranded DNA substrate, uHTS. 330,000 tested, 0.28% active. recombinant A3G, ssDNA deamination FAM/TAMRA fluorescence. inhibition, % at 20 µM;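 active = inhibition of at least 40% at 20 µM, with no more than 30% in the related APOBEC3A deaminase screen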;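 also: plate controls were DMSO wells with A3G for no effect and wells lacking A3G enzyme for full effect; some compounds called inactive have numbers as strong as hits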
Target sequence (Q9HC16 whole entry, looked up): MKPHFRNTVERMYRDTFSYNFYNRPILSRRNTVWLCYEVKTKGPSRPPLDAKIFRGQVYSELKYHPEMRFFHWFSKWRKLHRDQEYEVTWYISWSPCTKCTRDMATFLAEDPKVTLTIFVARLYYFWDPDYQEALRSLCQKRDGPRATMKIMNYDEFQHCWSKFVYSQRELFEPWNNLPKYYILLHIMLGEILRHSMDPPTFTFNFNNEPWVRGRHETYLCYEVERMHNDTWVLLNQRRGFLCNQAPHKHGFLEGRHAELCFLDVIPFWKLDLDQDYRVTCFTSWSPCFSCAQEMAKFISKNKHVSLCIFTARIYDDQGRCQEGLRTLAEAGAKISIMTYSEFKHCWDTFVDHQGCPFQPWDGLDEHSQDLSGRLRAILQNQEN
hIAP block = human IAP inhibitors, primary screen, biochemical, luminescence, uHTS; Intestinal-type alkaline phosphatase (Homo sapiens), P09923; purified IAP, CDP-Star luminescence, 30 min; inhibition, % at 10 µM; 330,000 tested, 0.12% active; AID 2544, 2010;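 active = inhibition reaching a set limit with compound at 10 µM in the primary screen, cut at about 35% in these data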;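 also: plate controls were DMSO wells with enzyme for no effect and no-enzyme buffer wells for full effect; values of inactives mirror those of a sister screen read the other way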
APOBEC3A inh = APOBEC3A ssDNA deaminase inhibitors, primary screen, selectivity assay for APOBEC3G inhibitor project, biochemical, FAM/TAMRA oligo cleavage fluorescence | DNA dC->dU-editing enzyme APOBEC-3A (Homo sapiens), P31941 | recombinant A3A, FAM/TAMRA ssDNA deamination fluorescence | inhibition, % at 20 µM | 330,000 tested, 0.41% active | AID 493011, 2011;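 active = at least 40% inhibition at 20 µM here, with at most 30% in a related deaminase screen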;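 also: plate controls were A3A with DMSO for no effect and wells lacking A3A enzyme for full effect; some results filed as inactive read as strong as hits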
Target sequence (P31941 whole entry, looked up): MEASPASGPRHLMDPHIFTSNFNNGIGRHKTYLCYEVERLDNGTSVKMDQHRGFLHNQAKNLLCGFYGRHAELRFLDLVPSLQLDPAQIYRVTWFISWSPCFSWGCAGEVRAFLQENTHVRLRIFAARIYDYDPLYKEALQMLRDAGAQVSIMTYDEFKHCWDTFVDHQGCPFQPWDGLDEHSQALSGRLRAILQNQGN
MIN6 prolif = inducers of MIN6 beta-cell proliferation, primary screen, ATP luminescence, uHTS; MIN6 cells proliferation, ATPlite luminescence, 48 h; cells starved in 0.2% serum; 100% = growth in 10% serum; 330,000 tested, 0.29% active; proliferation, % at 10 µM;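 active = compounds whose signal lies at least 3.5 SD above the mean of all wells on their plate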;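 also: 0% = DMSO-treated cells in low-serum medium and 100% = 10% serum control; some compounds called inactive have numbers as strong as hits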
ATG4B inh = ATG4B protease inhibitors, primary screen, biochemical, fluorescence, uHTS; inhibition, % at 8.33 µM; 340,000 tested, 0.51% active; ATG4B cleavage of LC3-PLA2, NBD-HPC fluorescence, 1 h; Cysteine protease ATG4B (Homo sapiens), Q9Y4P1; in the data active = inhibition above about 40%
Target sequence (Q9Y4P1 whole entry, looked up): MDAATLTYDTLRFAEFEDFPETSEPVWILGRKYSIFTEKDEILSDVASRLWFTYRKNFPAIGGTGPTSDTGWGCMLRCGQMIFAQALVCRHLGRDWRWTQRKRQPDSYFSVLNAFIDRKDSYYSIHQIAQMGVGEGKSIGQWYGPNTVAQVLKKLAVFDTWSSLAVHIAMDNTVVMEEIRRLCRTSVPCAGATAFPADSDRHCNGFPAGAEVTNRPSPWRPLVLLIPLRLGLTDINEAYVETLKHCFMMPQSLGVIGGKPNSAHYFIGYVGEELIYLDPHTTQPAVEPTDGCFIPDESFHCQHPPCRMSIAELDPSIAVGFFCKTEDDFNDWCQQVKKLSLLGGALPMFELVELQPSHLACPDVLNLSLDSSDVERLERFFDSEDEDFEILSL
MPTP block = mitochondrial permeability transition pore inhibitors, primary screen, biochemical, isolated mouse mitochondria, absorbance. inhibition, % at 10 µM. Ca2+ swelling absorbance, 30 min. AID 602449, 2012. 360,000 tested, 1.4% active;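 active = inhibition of 50% or more, scaled per plate between neutral and stimulator controls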;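 also: 0% = DMSO wells given calcium and 100% = 1 mM EGTA wells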
Numbers without * were called inactive.

Results for CC(=O)N1CCN(C(=O)C(Cc2ccccc2)NC(=O)c2ccccc2)CC1 (stereo not given) ?
hIAP activ: 0.88; mIAP block: -9; mIAP act: 1.1; A3G deaminase: 2; hIAP block: 12; APOBEC3A inh: 5; MIN6 prolif: 3; ATG4B inh: -7; MPTP block: -2.8

What do the screens show for `CC(=O)c1c(C(C)=O)c(C)n(Cc2ccccc2)c1C`?
hIAP activ: 1.5; mIAP block: -3; mIAP act: 1; A3G deaminase: -5; hIAP block: -48; APOBEC3A inh: -3; MIN6 prolif: -1; ATG4B inh: -11; MPTP block: 0.7

How did CCN(CC)CCCNS(=O)(=O)c1ccc(OC)cc1 do in these assays?
hIAP activ: 0.86; mIAP block: -2; mIAP act: 1; A3G deaminase: -6; hIAP block: 14; APOBEC3A inh: -2; MIN6 prolif: -1; ATG4B inh: 12; MPTP block: -2.8

Results for CCOC(=O)N1CCN(c2ncc(C(F)(F)F)cc2Cl)CC1 ?
hIAP activ: 1.1; mIAP block: -4; mIAP act: 1; A3G deaminase: -4; hIAP block: -7; APOBEC3A inh: 2; MIN6 prolif: 4; ATG4B inh: 1; MPTP block: 0.4

Results for COCCN(Cc1cc2cc(C)ccc2[nH]c1=O)S(=O)(=O)c1ccc(Cl)cc1 ?
hIAP activ: 0.95; mIAP block: 2; mIAP act: 0.98; A3G deaminase: -6; hIAP block: 5; APOBEC3A inh: -5; MIN6 prolif: 0; ATG4B inh: -2; MPTP block: 2.6

Results for Cc1ccc(CSc2nnc(CCNC(=O)OC(C)(C)C)o2)cc1 ?
hIAP activ: 1.1; mIAP block: -15; mIAP act: 1.1; A3G deaminase: -4; hIAP block: -14; APOBEC3A inh: -4; MIN6 prolif: -2; ATG4B inh: 0; MPTP block: 2.4

What do the screens show for `CCCCOP(=O)(c1ccc(N(C)C)cc1)C(O)c1ccncc1` (stereo not given)?
hIAP activ: 0.98; mIAP block: -12; mIAP act: 1.1; A3G deaminase: 1; hIAP block: 2; APOBEC3A inh: 1; MIN6 prolif: -3; ATG4B inh: -21; MPTP block: -1.0

What do the screens show for `CN(C)C(=O)C(Sc1ccc(S(=O)(=O)N2CCCC2)cn1)c1ccccc1` (stereo not given)?
hIAP activ: 0.99; mIAP block: 13; mIAP act: 0.87; A3G deaminase: -11; hIAP block: 1; APOBEC3A inh: -6; MIN6 prolif: -2; ATG4B inh: -12; MPTP block: -1.4

How did CC(=O)Nc1ccc(N2C(=O)CC(Sc3nc(C)cc(C)n3)C2=O)cc1 (stereo not given) do in these assays?
hIAP activ: 0.92; mIAP block: 9; mIAP act: 0.91; A3G deaminase: -7; hIAP block: 8; APOBEC3A inh: -1; MIN6 prolif: -5; ATG4B inh: 4; MPTP block: -0.6

What do the screens show for `N#CC1=C(N)Oc2n[nH]c(-c3ccncc3)c2C1c1ccsc1` (stereo not given)?
hIAP activ: 1.2; mIAP block: -6; mIAP act: 1.1; A3G deaminase: 6; hIAP block: -22; APOBEC3A inh: 2; MIN6 prolif: -4; ATG4B inh: -7; MPTP block: -0.5

What do the screens show for `COc1ccc(CN2CCN(C(=O)CC(C)C)CC2)cc1OC`?
hIAP activ: 0.84; mIAP block: 0; mIAP act: 1; A3G deaminase: -6; hIAP block: 16; APOBEC3A inh: 0; MIN6 prolif: -2; ATG4B inh: -9; MPTP block: 1.3

What do the screens show for `O=C(NCc1ccccc1)c1ccc(NC2=NC3CS(=O)(=O)CC3S2)cc1` (stereo not given)?
hIAP activ: 1.1; mIAP block: 4; mIAP act: 0.96; A3G deaminase: -8; hIAP block: -10; APOBEC3A inh: -6; MIN6 prolif: 1; ATG4B inh: 0; MPTP block: -0.4

Results for Cc1cc(Nc2nc3ccccc3nc2Cl)n(-c2ccc([N+](=O)[O-])cc2)n1 ?
hIAP activ: 0.9; mIAP block: 8; mIAP act: 0.92; A3G deaminase: -8; hIAP block: 10; APOBEC3A inh: -4; MIN6 prolif: -4; ATG4B inh: -7; MPTP block: 38

Results for CN(C)CCNC(=O)c1cc(Sc2ccc(F)cc2)nc2ccccc12 ?
hIAP activ: 0.97; mIAP block: -4; mIAP act: 1; A3G deaminase: -6; hIAP block: 3; APOBEC3A inh: 1; MIN6 prolif: -2

Results for C=CCSc1nnc(NC(=O)c2ccc(Cl)nc2)s1 ?
hIAP activ: 1.1; mIAP block: 6; mIAP act: 0.94; A3G deaminase: -7; hIAP block: -11; APOBEC3A inh: -3; MIN6 prolif: -1; ATG4B inh: -10; MPTP block: -0.9

The last 4 entries of the section above come first, to join the parts:
What do the screens show for `O=C(NCc1ccccc1)c1ccc(NC2=NC3CS(=O)(=O)CC3S2)cc1` (stereo not given)?
hIAP activ: 1.1; mIAP block: 4; mIAP act: 0.96; A3G deaminase: -8; hIAP block: -10; APOBEC3A inh: -6; MIN6 prolif: 1; ATG4B inh: 0; MPTP block: -0.4

Results for Cc1cc(Nc2nc3ccccc3nc2Cl)n(-c2ccc([N+](=O)[O-])cc2)n1 ?
hIAP activ: 0.9; mIAP block: 8; mIAP act: 0.92; A3G deaminase: -8; hIAP block: 10; APOBEC3A inh: -4; MIN6 prolif: -4; ATG4B inh: -7; MPTP block: 38

Results for CN(C)CCNC(=O)c1cc(Sc2ccc(F)cc2)nc2ccccc12 ?
hIAP activ: 0.97; mIAP block: -4; mIAP act: 1; A3G deaminase: -6; hIAP block: 3; APOBEC3A inh: 1; MIN6 prolif: -2

Results for C=CCSc1nnc(NC(=O)c2ccc(Cl)nc2)s1 ?
hIAP activ: 1.1; mIAP block: 6; mIAP act: 0.94; A3G deaminase: -7; hIAP block: -11; APOBEC3A inh: -3; MIN6 prolif: -1; ATG4B inh: -10; MPTP block: -0.9

How did CCc1cc(C(=O)OCC(=O)N2CCC(c3ccccc3)=N2)sc1C do in these assays?
hIAP activ: 1.1; mIAP block: 7; mIAP act: 0.93; A3G deaminase: -5; hIAP block: -13; APOBEC3A inh: 6; MIN6 prolif: -3; ATG4B inh: -1; MPTP block: -0.2

How did O=c1c(Cl)c(N/N=C/c2ccc(Br)cc2)cnn1-c1ccccc1 do in these assays?
hIAP activ: 0.99; mIAP block: 6; mIAP act: 0.94; A3G deaminase: -2; hIAP block: 0; APOBEC3A inh: 4; MIN6 prolif: -2; ATG4B inh: 3; MPTP block: -11

How did Cn1c(=O)n(C)c2cc(/C=C3/SC(=O)N(CC(=O)N4CCOCC4)C3=O)ccc21 do in these assays?
hIAP activ: 1.1; mIAP block: 4; mIAP act: 0.96; A3G deaminase: -7; hIAP block: -5; APOBEC3A inh: 1; MIN6 prolif: -3; ATG4B inh: -7; MPTP block: 0.2

How did CC(C)Cc1nc2sc3c(=O)[nH]cnc3c2c2c1CCCC2 do in these assays?
hIAP activ: 0.99; mIAP block: -2; mIAP act: 1; A3G deaminase: -6; hIAP block: 1; APOBEC3A inh: -3; MIN6 prolif: -1; ATG4B inh: -5; MPTP block: -0.7

What do the screens show for `CCOC(=O)c1ccc(NC(=O)Nn2cnnc2)cc1`?
hIAP activ: 1.3; mIAP block: 7; mIAP act: 0.93; A3G deaminase: -1; hIAP block: -31; APOBEC3A inh: 4; MIN6 prolif: -1; ATG4B inh: -2; MPTP block: 0.8

How did O=C(c1cc(=O)c2ccccc2o1)N1CCN(c2cccc(Cl)c2)CC1 do in these assays?
hIAP activ: 1.1; mIAP block: -5; mIAP act: 1.1; A3G deaminase: -3; hIAP block: -12; APOBEC3A inh: -4; MIN6 prolif: -3; ATG4B inh: -7; MPTP block: -0.9

What do the screens show for `CC(=O)NC1(C(F)(F)F)C(=O)N(Cc2ccccc2)C2=C1C(=O)CC(C)(C)C2` (stereo not given)?
hIAP activ: 1.1; mIAP block: -7; mIAP act: 1.1; A3G deaminase: -7; hIAP block: -11; APOBEC3A inh: -4; MIN6 prolif: -3; ATG4B inh: -3; MPTP block: -0.1

Results for CCCCCN1C(=O)Cn2c(nc3ccccc3c2=O)C1C (stereo not given) ?
hIAP activ: 0.93; mIAP block: 3; mIAP act: 0.97; A3G deaminase: 1; hIAP block: 7; APOBEC3A inh: 1; MIN6 prolif: 4; ATG4B inh: 9; MPTP block: 0.4

What do the screens show for `Cc1ccc(CNC(=O)C2CC(c3cccc([N+](=O)[O-])c3)=NO2)cc1` (stereo not given)?
hIAP activ: 0.84; mIAP block: 7; mIAP act: 0.93; A3G deaminase: -6; hIAP block: 16; APOBEC3A inh: 0; MIN6 prolif: -2; ATG4B inh: -3; MPTP block: -1.5

What do the screens show for `COc1ccccc1C(=O)n1nc(-c2ccco2)nc1SC`?
hIAP activ: 1; mIAP block: 16; mIAP act: 0.84; A3G deaminase: -5; hIAP block: -4; APOBEC3A inh: 4; MIN6 prolif: -2; ATG4B inh: -4; MPTP block: -0.2

Results for COc1ccc(/C=N/NC(=O)OC(C)(C)C)cc1OC ?
hIAP activ: 0.86; mIAP block: 1; mIAP act: 0.99; A3G deaminase: 6; hIAP block: 14; APOBEC3A inh: 2; MIN6 prolif: 1; ATG4B inh: -7; MPTP block: -5.2

What do the screens show for `CCOc1ccc(CCNC(=O)c2sc3nc4n(c(=O)c3c2C)CCC4)cc1OCC`?
hIAP activ: 1; mIAP block: -6; mIAP act: 1.1; A3G deaminase: 1; hIAP block: -4; APOBEC3A inh: -5; MIN6 prolif: -1; ATG4B inh: 0; MPTP block: -0.7

Results for Cc1ccc(NC2=NCCCCC2)cc1 ?
hIAP activ: 1.1; mIAP block: 2; mIAP act: 0.98; A3G deaminase: -5; hIAP block: -9; APOBEC3A inh: -3; MIN6 prolif: -3; ATG4B inh: -10; MPTP block: -1.7

How did CCCCOc1ccc(C2(C)NC(=O)NC2=O)cc1 (stereo not given) do in these assays?
hIAP activ: 1.3; mIAP block: 4; mIAP act: 0.96; A3G deaminase: -2; hIAP block: -32; APOBEC3A inh: 0; MIN6 prolif: -1; ATG4B inh: -2; MPTP block: 2.8

How did CC1(C)CC(=O)C2=C(C1)N(Cc1ccco1)C(=O)C2(NC(=O)c1ccc(Cl)cc1Cl)C(F)(F)F (stereo not given) do in these assays?
hIAP activ: 1.1; mIAP block: 7; mIAP act: 0.93; A3G deaminase: -4; hIAP block: -11; APOBEC3A inh: 1; MIN6 prolif: 0; ATG4B inh: 5; MPTP block: -0.5

Results for Cc1cc(/C=C(\C#N)c2nc3ccccc3[nH]2)c(C)n1C ?
hIAP activ: 1; mIAP block: 4; mIAP act: 0.96; A3G deaminase: -7; hIAP block: 0; APOBEC3A inh: -2; MIN6 prolif: -4; ATG4B inh: -18; MPTP block: 2.4
